L3MBTL1 block: blocks human L3MBTL1; Q9Y468; AlphaScreen L3MBTL1–H3K9me1 peptide binding; Potency, µM (series often up to 57.1 µM), for the others: at the top dose activity, negative = inhibition, hits mostly inhibitors; 230,000 compounds, 0.66% hits; AID 485360; active = well fitted inhibition curve with a large enough effect; inconclusive = small, poorly fitted or top-dose-only effect; inactive = no such curve, though single readings can be large or run the other way; also: nearly all actives have a fitted effect of over 60% in size
Target sequence (Q9Y468 whole entry, looked up): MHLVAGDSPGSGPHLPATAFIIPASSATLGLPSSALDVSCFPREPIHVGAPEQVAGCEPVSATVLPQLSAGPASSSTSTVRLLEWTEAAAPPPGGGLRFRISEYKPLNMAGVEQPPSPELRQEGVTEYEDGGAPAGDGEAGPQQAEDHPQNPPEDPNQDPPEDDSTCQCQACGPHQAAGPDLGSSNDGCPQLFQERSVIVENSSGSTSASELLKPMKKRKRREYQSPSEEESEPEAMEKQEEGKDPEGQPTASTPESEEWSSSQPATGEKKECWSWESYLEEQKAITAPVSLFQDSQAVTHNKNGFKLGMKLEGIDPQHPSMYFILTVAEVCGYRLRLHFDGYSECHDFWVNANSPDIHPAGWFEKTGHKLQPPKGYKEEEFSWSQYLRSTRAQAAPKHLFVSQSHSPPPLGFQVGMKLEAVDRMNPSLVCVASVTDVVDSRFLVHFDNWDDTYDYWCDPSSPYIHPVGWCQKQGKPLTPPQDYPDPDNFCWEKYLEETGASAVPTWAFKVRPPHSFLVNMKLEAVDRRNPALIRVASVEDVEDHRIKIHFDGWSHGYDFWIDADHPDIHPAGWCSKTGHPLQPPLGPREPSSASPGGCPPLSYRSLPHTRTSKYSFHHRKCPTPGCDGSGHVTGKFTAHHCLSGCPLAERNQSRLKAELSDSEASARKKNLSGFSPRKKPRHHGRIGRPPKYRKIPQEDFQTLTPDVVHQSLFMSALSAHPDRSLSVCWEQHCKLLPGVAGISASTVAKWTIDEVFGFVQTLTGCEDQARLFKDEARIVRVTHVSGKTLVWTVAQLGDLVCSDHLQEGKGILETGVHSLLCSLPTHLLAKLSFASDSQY
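Displacement of a biotinylated histone H3(1-15) peptide monomethylated at Lys9 (75 nM) from L3MBTL1 (50 nM) was measured by AlphaScreen after a 30 min room-temperature compound incubation; cefsulodin titration served as intraplate control.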
* marks the source's active call; other numbers are inactive results; ? = inconclusive; & = joins results of further samples; [ ] = dose if it differs, or a comment. % is scaled to controls: 0 for no effect and ±100 for the full control effect; potency is read from the fitted curve at half-maximal effect.

Molecule | L3MBTL1 block
Cc1noc(C)c1S(=O)(=O)N(C)C[C@H]1Oc2ccc(NC(=O)C3CC3)cc2C(=O)N([C@H](C)CO)C[C@@H]1C | 7%
Cc1ccc(O)c(/C=N/NC(=O)CN2CCCC2)c1 | ?
CN(C)C/C=C/C(=O)Nc1cccc(-c2c[nH]c3ncnc(Oc4ccc(NC(=O)CC(=O)Nc5ccc(F)cc5)cc4F)c23)c1 | -17%
Cc1ccc(OCC(=O)NNC(=O)Cc2ccc(S(=O)(=O)N3CCOCC3)s2)cc1 | -15%
O=C(c1cc(-c2ccc(F)cc2)nc2ccccc12)N1CCC1 | 0%
COc1ccccc1NC(=O)c1cnc(SCC(=O)NCC2CCCO2)n(C)c1=O (stereo not drawn) | 10%
CCN(CC)c1ccc(NC(=O)CSc2n[nH]c(-c3ccco3)n2)cc1 | -31%
CC(C)c1ccc(NC(=O)COC(=O)c2ccc(CN3CCCC3=O)cc2)cc1 | 3%
Cc1nc(SCC(=O)N(CC(C)C)C2CCS(=O)(=O)C2)c(C#N)c(C)c1C (stereo not drawn) | -3%
CCc1c(C)nc(N2CCN(c3ccc(F)cc3)CC2)[nH]c1=O | 6%
NC(=O)COc1ccc(C(=O)NCC2(N3CCOCC3)CCCCC2)cc1 | -2%
CCC(C)c1ccccc1NC(=O)COc1ccc(-c2nnco2)cc1 (stereo not drawn) | 5%
CCOC(=O)C[n+]1ccc2c([nH]c3ccccc32)c1C | -22%[2.29 µM]
Cc1ccc(NC(=O)COC(=O)CCc2c[nH]c3ccccc23)c(C)c1 | 2%
CC1Nc2ncnc(N3CCc4ccccc4C3)c2N(Cc2ccc(Br)cc2)C1=O (stereo not drawn) | -3%
CCN1C(=O)[C@H]2[C@@H](c3ccc(C)cc3)N3C(=O)N(c4ccc(C)cc4)C(=O)[C@@]3(Cc3ccccc3)[C@H]2C1=O | 0%
O=C(c1cc(N2CCOCC2)c(F)cc1[N+](=O)[O-])N1CCOCC1 | 1%
CC1CCN(C(=O)c2nc[nH]c2C(=O)OCCNC(=O)OC(C)(C)C)CC1 | 1%
CC(C)(C)c1ccc(C(=O)NCC(=O)NNC(=O)c2ccccc2O)cc1 | 1%
CCOC(=O)/C=C1\CN(Cc2cc(OC)c(OC)c(OC)c2)S(=O)(=O)c2ccccc21 | -2%
CC(C)Cn1c(N)c(C(=O)COC(=O)c2ccccc2C(=O)c2ccccc2)c(=O)n(C)c1=O | -6%
CCOC(=O)c1nn(-c2ccc(C)cc2)c(=O)cc1OCC(=O)N1CCN(c2ccccc2)CC1 | -6%
CN(CC(=O)Nc1ccccc1C(F)(F)F)C(=O)C1CC1 | -1%
CCN(Cc1nc2cc(Cl)ccc2c(=O)[nH]1)C(=O)COc1ccccc1Cc1ccccc1 | -1%
O=[N+]([O-])c1ccc(-n2nncc2-c2ccccc2)cc1 | 6%
O=C(Nc1cccc(C(=O)Nc2cccc(Br)c2)c1)c1ccccc1 | 5%
O=C(/C=C/c1ccc(Cl)cc1)Nc1cc(S(=O)(=O)N2CCOCC2)ccc1N1CCOCC1 | ?
CC(c1ccncc1)C(C)c1ccncc1 (stereo not drawn) | 0%
CC1(C)CC(NC(=O)Cc2ccc(Cl)cc2)CC(C)(C)N1 | -5%
CN1C(=O)C(C)(C)c2cc(S(=O)(=O)N3CCCC(C(=O)NCc4ccc(F)cc4)C3)ccc21 (stereo not drawn) | 4%

Structures shown so far with a nitro group on carbon:
Molecule | L3MBTL1 block
O=C(c1cc(N2CCOCC2)c(F)cc1[N+](=O)[O-])N1CCOCC1 | 1%
O=[N+]([O-])c1ccc(-n2nncc2-c2ccccc2)cc1 | 6%

The results go on.
Molecule | L3MBTL1 block
COc1cc(NC(=O)C2CC(c3c(F)cccc3Cl)=NO2)c(OC)cc1Cl (stereo not drawn) | -6%
O=C(C[n+]1ccccc1)Nc1ccc(Cl)c([N+](=O)[O-])c1 | 6%
CCOC(=O)C1=C(COC(=O)c2nc(Cl)ccc2Cl)NC(=O)NC1C (stereo not drawn) | -2%
Cc1ccc(C2(c3ccccc3)NC(=O)N(CC(=O)NCc3ccccc3)C2=O)cc1C (stereo not drawn) | -12%
CC1CCN(C(=O)C(C)OC(=O)CSc2ccc([N+](=O)[O-])cc2)CC1 (stereo not drawn) | -6%
Cc1ccccc1C(=O)N1CCC(C(=O)N(CC(C)C)c2c(N)n(Cc3ccccc3)c(=O)[nH]c2=O)CC1 | 1%
CC(Nc1nc(Nc2ccc(F)cc2)nc(SCC(N)=O)n1)c1ccccc1 (stereo not drawn) | -4%[2.29 µM]
COc1ccc2oc(C(=O)OCC(=O)NC3CCCCC3)c(C)c2c1 | -5%
CN(CC(=O)Nc1ccc(F)c(F)c1F)C(=O)c1ccc2c(c1)S(=O)(=O)N=C1CCCCCN12 | 5%
CCc1sc(C(=O)Nc2ccc3nc(C)sc3c2)cc1C | 9%
O=C(Cn1nc(C(=O)O)c2ccccc2c1=O)Nc1cc(Cl)ccc1-n1cncn1 | 11%
C=CCC[C@H](Cc1ccc(F)cc1)C(=O)OC[C@@H](NC(=O)[C@H](CC=C)CC(=O)NCCO)C(C)(C)C | 1%
COc1ccc([N+](=O)[O-])cc1Nc1c2ccccc2nc2ccccc12 | -2%
COc1ccc(NC(=O)COC(=O)CN2C(=O)c3ccccc3C2=O)cc1 | 3%
COc1cccc(N2CC(NC(=O)c3cccc4ccccc34)CC2=O)c1 (stereo not drawn) | 1%
CCOc1ccc(-c2cccc(NS(=O)(=O)c3ccccc3[N+](=O)[O-])c2)nn1 | -4%
Cc1cc(C)n2nc(C(=O)OCC(=O)Nc3ccc(C)c(F)c3)nc2n1 | -1%
CC(C)c1ccc(COC(=O)CN2C(=O)NC3(CCCCC3C)C2=O)cc1 (stereo not drawn) | 1%
Cc1occc1-c1nnc(SCC(=O)N2CCCC(C)C2)o1 (stereo not drawn) | 1%
Cc1ccc(S(=O)(=O)Nc2cccc(S(=O)(=O)N3CCCC3)c2)cc1C | 6%
CC(C(=O)N1CCCC1)N1CCN(S(=O)(=O)c2ccc(OC(F)(F)F)cc2)CC1 (stereo not drawn) | -2%
O=C(Cc1c(F)cccc1Cl)OCC(=O)N1CCN(c2ccccc2)CC1 | -7%
O=C1N=C(N2CCCCC2)S/C1=C\c1ccc(Br)cc1 | -5%
O=C(NCC1CCCO1)c1cc2c([nH]c3ccccc32)c(-c2cccc(Cl)c2)n1 (stereo not drawn) | -1%
O=C(Cc1ccccc1)N1CCN(c2ccccc2F)CC1 | 0%
CC(=O)Nc1cccc(C(=O)N(Cc2ccccc2)Cc2ccccc2)c1 | -10%
CC1CCCC(NC(=O)CSc2ncnc3ccccc23)C1C (stereo not drawn) | 4%
O=P(O)(C(O)c1ccccc1)C(O)c1ccccc1 (stereo not drawn) | 5%
CC[C@]12c3[nH]c4ccc(Cl)cc4c3CCN1C(=O)[C@@H](CC(=O)NCc1ccc(OC)c(OC)c1)C[C@@H]2C(=O)N1CCN(C(=O)c2ccco2)CC1 | -3%
COc1ccc(C)cc1NC(=O)C1CCCN(S(=O)(=O)c2cccc3cccnc23)C1 (stereo not drawn) | -3%

Quoted at random: 3 compounds from above.
Molecule | L3MBTL1 block
CN(CC(=O)Nc1ccc(F)c(F)c1F)C(=O)c1ccc2c(c1)S(=O)(=O)N=C1CCCCCN12 | 5%
O=C(C[n+]1ccccc1)Nc1ccc(Cl)c([N+](=O)[O-])c1 | 6%
O=C(Cn1nc(C(=O)O)c2ccccc2c1=O)Nc1cc(Cl)ccc1-n1cncn1 | 11%

Remaining list, next part.
Molecule | L3MBTL1 block
Clc1cccc(-c2ccc3ncnc(NCc4cccs4)c3c2)c1 | 2%&-6%
CC(=O)Oc1ccc(N2C(=O)c3cccc4c([N+](=O)[O-])ccc(c34)C2=O)cc1 | 1%
CCn1c(SCC(=O)N(C)C)nc2cc(S(=O)(=O)N3CCOCC3)ccc21 | -4%
O=C(COC(=O)c1ccc(O)cc1O)Nc1cccc2ccccc12 | -9%
COc1ccc(C(=O)NCc2nnc(SCC(=O)c3ccccc3)n2C)cc1OC | -5%
Cc1noc(C)c1S(=O)(=O)N1CCC(C(=O)O)CC1 | -2%
COc1ccc(C)cc1NC(=O)COC(=O)c1c(C)nn(-c2ccccc2)c1C | -1%
O=C1C=C(c2ccc(Cl)nc2)C[C@@H](c2ccc3c(c2)OCO3)C1 | -10%
COc1cc2c(cc1OC)C(c1ccc(C(F)(F)F)cc1)CC(=O)N2 (stereo not drawn) | 17%
O=C(COC(=O)COc1ccc(Cl)cc1)NC1CCCC1 | 1%
CCN(Cc1ccccc1)C(=O)COc1ccccc1 | 3%
Cc1ccc(S(=O)(=O)N2CCOCC2)cc1C(=O)OCc1nnc(-c2ccccc2)o1 | -6%
C#CCOCCOCCOCCNc1nc(N2CCN(C(=O)[C@H](CCCCN)n3cc(CN)nn3)CC2)nc(N2CCN(C(=O)[C@H](CC(N)=O)n3cc(C(N)[C@H](C)CC)nn3)CC2)n1 (stereo partly drawn) | -8%
C[C@H](CO)N1C[C@H](C)[C@@H](CN(C)S(C)(=O)=O)Oc2ccc(NC(=O)Cn3cnnn3)cc2C1=O | 3%
O=C(COc1ccc([N+](=O)[O-])cc1Cl)Nc1ccc2[nH]c(=O)[nH]c2c1 | 4%
CCOC(=O)C1(CCOc2ccccc2)CCN(Cc2ccc(OC)c(COC)c2)CC1 | 28%
Cc1csc(SCC(=O)Nc2ccccc2C)n1 | 1%
CC1(NC(=O)Cc2csc(-c3cccc(Cl)c3)n2)CCS(=O)(=O)C1 (stereo not drawn) | -1%
CC1CCCN(S(=O)(=O)c2ccc3c(c2)C(C)(C)C(=O)N3C)C1 (stereo not drawn) | 9%
CCc1cccc(C)c1NC(=O)COC(=O)CSCc1ccccc1 | 8%
CC(C)Cn1c(N)c(C(=O)CSc2n[nH]c(N)n2)c(=O)n(C)c1=O | 8%
CC(C#N)(NC(=O)CN1CCN(S(=O)(=O)c2ccccc2Cl)CC1)C1CC1 (stereo not drawn) | 6%
O=C(COc1cc(F)ccc1[N+](=O)[O-])Nc1ccc2c(c1)OCO2 | 6%
COc1ccccc1C(=O)OCC(=O)c1ccc(CNC(C)=O)s1 | 0%
CC(C)(C)C(=O)C1=C(O)C(=O)N(c2ccccc2)C1c1ccccc1 (stereo not drawn) | 2%
COc1ccc(OCc2nn[nH]n2)cc1 | 3%
COc1ccc(S(=O)(=O)Nc2ccc3c(c2)C(=O)N([C@H](C)CO)C[C@H](C)[C@@H](CN(C)S(=O)(=O)c2ccccc2)O3)cc1 | 0%
Cc1cccc(C(=O)OCCN2CCOCC2)c1 | 35%[activator]
COc1ccc2c(CC(=O)OCC(=O)Nc3cccc(C)c3)coc2c1 | ?
CCc1c(C)nc2cc(-c3cccc(Br)c3)[nH]n2c1=O | 1%
O=C(Cc1ccccc1[N+](=O)[O-])NNC(=O)c1cccs1 | 7%
COc1ccc(NC(=O)CN(C)C(=O)c2cccc(S(=O)(=O)Nc3ccccc3Cl)c2)cc1 | 5%
N#CC(Cc1cc2ccccc2n1S(=O)(=O)c1ccccc1)OCc1ccccc1 (stereo not drawn) | 11%
Cc1cc(C)c(OCCN2CCCC2)c(Cl)c1 | -3%
CCOC(=O)C1=CN(Cc2cccc(F)c2)S(=O)(=O)N(C)C1c1ccc(C(F)(F)F)cc1 (stereo not drawn) | 2%
CCn1c(CN2CCCCC2)nc2cc(S(=O)(=O)N3CCCCC3)ccc21 | -8%
C/C(=N\NC(=O)Cc1ccccc1)c1ccc(Br)s1 | 9%
COc1ccccc1C(=O)COC(=O)C(NC(=O)Cc1ccccc1)C(C)C (stereo not drawn) | -4%
N=c1n(CC(=O)c2ccc(Br)cc2)c2ccccc2n1Cc1ccccc1 | 10%
COCCN(C(=O)Cc1coc2cc(C)c(C)cc12)c1c(N)n(Cc2ccccc2)c(=O)[nH]c1=O | 2%
CC1(C(=O)OCC(=O)Nc2nnc(-c3ccccc3)o2)CC1(Cl)Cl (stereo not drawn) | 17%
O=C(NC1CCN(Cc2ccccc2)CC1)c1ccccc1NS(=O)(=O)c1ccc(F)cc1 | 9%
O=C(COc1ccc(S(=O)(=O)N2CCOCC2)cc1)NCCc1ccccc1 | 3%
O=C(OCC(=O)C12CC3CC(CC(C3)C1)C2)c1ccc(O)cc1O | -16%
COc1ccc(C(=O)Nc2nnc(Cc3ccc(OC)c(OC)c3)s2)cc1 | 29%
COC(=O)c1ccc2[nH]c3cccc(/C(=C/c4ccccc4)c4ccccc4)c3c2c1 | -2%
O=C1CC(N2CCN(c3ccccc3)CC2)C(=O)N1c1ccc(Cl)cc1 (stereo not drawn) | 0%[2.29 µM]
Cc1ccccc1NC(=O)c1nn(C)c(C(=O)Nc2ccccc2C)c1[N+](=O)[O-] | 6%
COc1ccc(C(=O)/C=C/c2ccc(O)cc2)c(O)c1C/C=C(\C)CCC=C(C)C | 9%
O=C(CN1C(=O)NC2(CCOc3ccccc32)C1=O)Nc1ccc(Br)cc1F (stereo not drawn) | -4%
O=C(COC(=O)C1=COCCO1)Nc1ccc(Cl)cn1 | -8%

As entered above:
CC(C)Cn1c(N)c(C(=O)CSc2n[nH]c(N)n2)c(=O)n(C)c1=O | L3MBTL1 block: 8%
CC(C#N)(NC(=O)CN1CCN(S(=O)(=O)c2ccccc2Cl)CC1)C1CC1 (stereo not drawn) | L3MBTL1 block: 6%
CCOC(=O)C[n+]1ccc2c([nH]c3ccccc32)c1C | L3MBTL1 block: -22%[2.29 µM]
O=P(O)(C(O)c1ccccc1)C(O)c1ccccc1 (stereo not drawn) | L3MBTL1 block: 5%
O=C(Cc1ccccc1)N1CCN(c2ccccc2F)CC1 | L3MBTL1 block: 0%
O=C(Cc1ccccc1[N+](=O)[O-])NNC(=O)c1cccs1 | L3MBTL1 block: 7%

Source: PubChem BioAssay (National Center for Advancing Translational Sciences (NCATS))

Only part of the results is shown; rates above refer to the full screens.
